High-throughput results: PubChem BioAssay, several laboratories
DNMT1 inh: inhibitors of human DNMT1. DNMT1 molecular beacon, Hinp1I cleavage, fluorescence. inhibition (reported as % activation of signal), % at 10 µM. actives 0.83% (n = 360,000). P26358; in the data active means inhibition above about 50%
NadD block: blocks S. aureus nicotinate mononucleotide adenylyltransferase; inhibition, % at 20 µM; purified NadD enzyme, colorimetric absorbance read-out; actives 0.78% (n = 360,000); AID 602399; in the data active means inhibition above about 26%; further: some compounds past the cut are filed as inactive
CendR NRP1 mod: alters CendR peptide binding to human NRP-1 | FAM-RPARPAR peptide binding to NRP-1, fluorescence polarization | O14786 | actives 0.85% (n = 360,000) | AID 602438 | inhibition, % at 25 µM;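 active means inhibition or corrected inhibition above about 18%, plus a signal ratio from 0.5 to 1.5, limit read from the data, passing the limit was not always enough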; further: strong numbers were not always called active
SKN-1 block: C. elegans SKN-1 inhibition | C. elegans VP596 Pgst-4::GFP/RFP ratio, acrylamide-induced, 24 h | inhibition, % at 21.8 µM | actives 0.49% (n = 360,000) | AID 624304;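 active means interference check ratio from 0.5 to 1.5 plus GFP to RFP signal ratio inhibition reaching or exceeding a fixed threshold, cut at about 30% in these data, passing the limit was not always enough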; further: some compounds called inactive have numbers as strong as hits
LMPTP block: LMPTP (human) inhibition. inhibition, % at 20 µM. recombinant LMPTP-A, OMFP fluorogenic substrate, fluorescence intensity. P24666. actives 0.22% (n = 360,000);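 active means compounds that cut the enzyme signal by at least half of the control window in the single-dose screen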;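 further: plate controls were DMSO wells with enzyme plus substrate for no effect and substrate without enzyme for full effect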
Target sequence (P24666 whole entry, looked up): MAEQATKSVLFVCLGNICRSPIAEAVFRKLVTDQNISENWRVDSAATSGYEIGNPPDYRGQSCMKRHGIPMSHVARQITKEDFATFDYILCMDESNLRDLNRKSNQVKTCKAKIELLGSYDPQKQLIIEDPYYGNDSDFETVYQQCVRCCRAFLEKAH
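Assay system: LMPTP-A enzyme. Input: 0.625 nM LMPTP-A final. Probe or stimulus: 400 µM OMFP. Compound dosing: single 20 µM dose. Schedule: 50 min dark incubation at room temperature. Detection: fluorescence intensity of OMFP turnover product. Read-out: percent inhibition versus substrate-only and uninhibited controls. Benchmarks: no-enzyme low control, uninhibited high control.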
SUMO1 PPI mod: alters human SUMO1 binding to SIM partners. P63165. SUMO1 binding to a labelled peptide, TR-FRET, 1 h. inhibition, % at 20 µM. actives 0.33% (n = 360,000); in the data active means inhibition above about 37%
Target sequence (P63165 whole entry, looked up): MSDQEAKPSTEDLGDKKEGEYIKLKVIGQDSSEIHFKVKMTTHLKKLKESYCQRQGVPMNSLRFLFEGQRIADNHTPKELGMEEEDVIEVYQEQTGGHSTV
TbMetRS inhib: blocks T. brucei methionyl-tRNA synthetase activity; actives 0.4% (n = 360,000); purified T. brucei MetRS, ATP depletion, Kinase-Glo luminescence; inhibition, % at 11.9 µM;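 active means inhibition above a per-plate cutoff of the control wells' mean inhibition plus 3 SD, cut at about 5.5% in these data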;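 further: 0% = DMSO wells median and 100% = median of wells with control inhibitor compound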
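assay system = parasite MetRS enzyme | timing = 15 min preincubation, 2 h reaction, all 25 °C | evaluation = percent inhibition relative to median high and low control wells | medium = HEPES buffer containing pyrophosphatase, BSA, spermine, DTT | compound = single dose, 11.9 µM final nominal, 0.9% final DMSO | detection = Kinase-Glo luminescence, ATP depletion format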
Scp1 inh: Scp-1 (human) phosphatase inhibition. Q9GZU7. Recombinant Scp1, phosphopeptide, malachite green phosphate absorbance. inhibition, % at 20 µM. actives 0.88% (n = 340,000). AID 493091;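 active means inhibition above about 50% at 20 µM, limit read from the data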;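 further: plate controls were DMSO wells with enzyme for no effect and wells lacking enzyme for full effect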
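Test system: SCP-1 phosphatase catalytic domain, residues 76-261 | Compound dosing: One concentration, 20 µM, with 1.0% DMSO | Schedule: 45 min room-temperature reaction, 5 min colour, 30 min stabiliser | Detection: Absorbance at 630 nm | Read-out basis: % inhibition of SCP-1 phosphate liberation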
Neddyl block: blocks human cullin neddylation. P61081+Q13564. calls only at 25 µM. TR-FRET cullin neddylation, biochemical. actives 0.58% (n = 360,000); in the data active means inhibition above about 36%
Target sequence (P61081 whole entry, looked up): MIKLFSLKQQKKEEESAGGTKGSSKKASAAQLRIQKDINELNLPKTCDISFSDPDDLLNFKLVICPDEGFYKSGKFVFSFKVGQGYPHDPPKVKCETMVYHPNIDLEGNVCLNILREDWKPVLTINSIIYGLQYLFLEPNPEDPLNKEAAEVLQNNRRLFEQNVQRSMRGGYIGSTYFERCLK
Target sequence (Q13564 whole entry, looked up): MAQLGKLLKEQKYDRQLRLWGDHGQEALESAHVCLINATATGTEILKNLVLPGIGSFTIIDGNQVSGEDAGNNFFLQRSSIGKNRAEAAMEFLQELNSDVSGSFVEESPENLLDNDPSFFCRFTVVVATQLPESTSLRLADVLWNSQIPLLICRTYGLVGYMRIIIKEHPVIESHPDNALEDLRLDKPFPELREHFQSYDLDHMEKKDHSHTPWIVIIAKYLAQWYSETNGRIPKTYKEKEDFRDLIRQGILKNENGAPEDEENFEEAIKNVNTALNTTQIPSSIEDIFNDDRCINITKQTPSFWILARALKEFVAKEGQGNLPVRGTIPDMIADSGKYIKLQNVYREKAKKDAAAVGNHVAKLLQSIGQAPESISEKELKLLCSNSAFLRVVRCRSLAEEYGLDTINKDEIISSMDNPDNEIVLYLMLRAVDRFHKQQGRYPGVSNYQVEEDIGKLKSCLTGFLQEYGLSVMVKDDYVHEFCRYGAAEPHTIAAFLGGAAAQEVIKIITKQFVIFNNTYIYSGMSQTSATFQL
STEP block: inhibitors of human striatal-enriched phosphatase STEP. P54829. recombinant STEP, OMFP fluorogenic substrate, fluorescence. inhibition, % at 20 µM. actives 0.25% (n = 360,000);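 active means inhibition at 20 µM, scaled per plate between control wells, above about 37%, limit read from the data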;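 further: 0% = DMSO with enzyme and substrate and 100% = substrate only without enzyme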
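Also added – OMFP at 25 µM · Test system – STEP tyrosine phosphatase · Technique – FITC-channel fluorescence of OMFP product · Schedule – 20 min at room temperature, dark · Evaluation – control-normalized % inhibition with plate pattern correction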
Numbers without * were called inactive; i = inactive; · = not tested or not shown.

Each structure is followed by: DNMT1 inh	NadD block	CendR NRP1 mod	SKN-1 block	LMPTP block	SUMO1 PPI mod	TbMetRS inhib	Scp1 inh	Neddyl block	STEP block
COc1cc(S(=O)(=O)N(Cc2cccs2)CC2CCCO2)ccc1-n1cnnn1 (stereo unspecified)
    -4	2	4	9	-0.3	-1	0.0	-3	i	0
Cc1ccc(C2=NN(C(=O)c3cccs3)C(c3ccccc3O)C2)cc1 (stereo unspecified)
    7	7	4	5	2.8	6	0.1	-12	i	1
CN(C)CCCN1CC(C(=O)O)CC1=O (stereo unspecified)
    1	7	0	10	-8.1	-1	-0.2	-5	i	-2
O=C(Cn1ccc(C(F)(F)F)n1)Nc1cccc(S(=O)(=O)N2CCCCC2)c1
    2	4	3	0	-0.3	-1	-0.5	-8	i	0
CCc1ccccc1-n1c(SCC(=O)c2c(N)n(C3CC3)c(=O)[nH]c2=O)nnc1N1CCOCC1
    -5	5	2	-2	-1.2	2	-0.5	-2	i	-1
CCOc1ccc2nnc(-c3ccc(Br)cc3)n2n1
    1	2	0	-3	-1.4	-7	-0.1	-4	i	4
COc1ccc(-n2nc(C(=O)NCC(=O)NC3CCCCC3)c3ccccc3c2=O)cc1
    0	-7	1	8	0.2	-11	-1.0	-8	i	0
CC1=CS(=O)(=O)CC1Sc1nc(C)n[nH]1 (stereo unspecified)
    3	1	-5	1	-2.4	-3	-0.6	1	i	-1
CCOC(=O)N1CCN(c2nc(C(F)(F)F)nc3c(C)cc(C)cc23)CC1
    -3	-1	14	3	3.4	0	-0.7	2	i	3
C[C@]12C[C@H](O)[C@H]3[C@@H](CCC4=CC(=O)CC[C@@]43C)[C@@H]1CC[C@@H]2C(=O)CO
    -2	2	-2	1	-0.9	-2	-1.6	32	i	2
O=C(NNC(=O)C1CC1c1ccccc1)c1ccccc1F (stereo unspecified)
    1	-5	3	-2	0.8	4	-0.2	0	i	-4
O=C(N/N=C/c1ccccc1F)c1ccccc1OCc1ccccc1
    -1	-2	-4	0	3.6	-7	0.1	-6	i	4
CC1CCc2c(sc(NS(=O)(=O)c3ccccc3)c2C(=O)OC(C)C)C1 (stereo unspecified)
    4	6	-22	-6	3.9	2	0.2	-3	i	12
O=C(COc1cccc(NC(=O)c2ccccc2)c1)c1ccccc1
    -2	-9	-6	1	1.1	-2	-0.8	-1	i	-4
CNC(=O)CN(c1cccc2ccccc12)S(C)(=O)=O
    1	-3	4	9	-1.6	-1	0.1	-3	i	1
CCOC(=O)c1cocc1C(=O)O
    4	1	-1	4	0.6	-6	-0.5	15	i	-3
CCCCc1cc(=O)oc2cc(OC(C)C(=O)NCc3ccccn3)c(Cl)cc12 (stereo unspecified)
    0	-1	0	18	-0.4	4	-0.5	-5	i	1
Oc1cc(CNCc2ccccc2)c(O)cc1CNCc1ccccc1
    30	57*	28*	31	7.6	-5	-0.2	1	i	3
COc1cc([C@@H]2[C@H]3CNCC=C3C(C#N)=C(N)C2(C#N)C#N)ccc1OC(C)C
    -8	7	-115	2	-0.4	-13	-0.4	-6	i	-2
CCN(CC)S(=O)(=O)c1ccc(N2CCCC2)c(NS(=O)(=O)c2ccc([N+](=O)[O-])cc2)c1
    -12	0	3	2	2.6	-20	0.3	-7	i	2

Of the compounds above, these have an NH in an aromatic ring.
Each structure is followed by: DNMT1 inh	NadD block	CendR NRP1 mod	SKN-1 block	LMPTP block	SUMO1 PPI mod	TbMetRS inhib	Scp1 inh	Neddyl block	STEP block
CCc1ccccc1-n1c(SCC(=O)c2c(N)n(C3CC3)c(=O)[nH]c2=O)nnc1N1CCOCC1
    -5	5	2	-2	-1.2	2	-0.5	-2	i	-1
CC1=CS(=O)(=O)CC1Sc1nc(C)n[nH]1 (stereo unspecified)
    3	1	-5	1	-2.4	-3	-0.6	1	i	-1

(continued)
| molecule | DNMT1 inh | NadD block | CendR NRP1 mod | SKN-1 block | LMPTP block | SUMO1 PPI mod | TbMetRS inhib | Scp1 inh | Neddyl block | STEP block |
| --- | --- | --- | --- | --- | --- | --- | --- | --- | --- | --- |
| CC(C)N1CCN(C2CSCCSC2)CC1CCO (stereo unspecified) | -1 | -7 | -6 | 8 | 0.8 | 0 | -0.3 | -1 | i | 2 |
| COc1cccc(NC(=O)Cc2csc(NC(=O)Nc3ccccc3OC)n2)c1 | -11 | -1 | 16 | 8 | 1.3 | 10 | -0.3 | 2 | i | 2 |
| Cc1cccn2c(=O)nc(SCC(=O)N3CCN(c4ccccc4)CC3)nc12 | 2 | -5 | 11 | 2 | -0.3 | -1 | -0.5 | 4 | i | 2 |
| CCCN1C(=O)C2(C(C(=O)c3ccc(C)o3)=C(O)C(=O)N2CCCOC)c2ccccc21 (stereo unspecified) | 2 | -5 | 13 | -7 | 0.2 | -4 | -0.7 | -5 | i | 2 |
| FC(F)(F)c1ccccc1CN1CCCC(N2CCN(c3ccccc3)CC2)C1 (stereo unspecified) | 7 | -2 | 4 | -1 | 0.6 | 4 | 0.3 | 0 | i | -2 |
| Cc1ccc(/C=N/NC(=O)c2nnn(-c3nonc3N)c2CSc2ccccc2)cc1 | 2 | 3 | -4 | -9 | -0.5 | -1 | -0.7 | -7 | i | -1 |
| COc1ccc(NC(=O)CN(C)C(=O)C(NC(=O)c2ccco2)C(C)C)cc1 (stereo unspecified) | 2 | -1 | -7 | 5 | 0.0 | -4 | -0.3 | -3 | i | -1 |
| Cc1ccc(N2CCCn3c2cc(C)c(C#N)c3=O)cc1C | -2 | 10 | -27 | -6 | -1.0 | 5 | -0.6 | -6 | · | 4 |
| CN(C)c1ccc(C(=O)C=Cc2ccc([N+](=O)[O-])cc2)cc1 | 34 | 5 | 3 | -8 | 55* | -14 | -0.3 | · | i | 12 |
| Cc1ccc(OCCn2cccn2)c(C)c1 | 1 | -2 | 5 | 12 | -1.0 | 2 | -0.2 | -1 | i | -3 |
| OC[C@H]1O[C@H](OCc2ccccc2)[C@H](O[C@@H]2OC[C@@H](O)[C@H](O)[C@H]2O)[C@@H](O)[C@@H]1O | -2 | 0 | 7 | 13 | -1.3 | 3 | 0.2 | -7 | · | 1 |
| CCc1c(C(=O)N/N=C/c2cccs2)nnn1-c1nonc1N | 7 | -8 | 16 | -23 | -1.3 | -25 | -0.8 | 12 | i | 0 |
| Cn1c(=O)oc2cc(S(=O)(=O)NCCN3CCN(c4ccccc4)CC3)ccc21 | 4 | -4 | -15 | -3 | -0.2 | 5 | -0.4 | 6 | i | 5 |
| CCn1c(SCC(=O)Nc2ccc(OC)c(OC)c2)nnc1-c1cccs1 | 1 | 4 | 0 | -5 | -0.2 | -1 | 0.0 | -7 | i | -4 |
| COc1ccccc1-c1c(C)nn2c(C)cc(C)nc12 | 2 | 7 | 7 | -1 | 0.0 | 1 | -0.2 | -3 | i | -2 |
| Cn1c(=O)[nH]c(=O)c2c1nc(N1CCCC1)n2CCCSc1nc2ccccc2o1 | -2 | 2 | 6 | 7 | -2.3 | 2 | -0.7 | -11 | i | -2 |
| CCSc1nc(CC)c2c(c1C#N)CCCC2 | 6 | -3 | 0 | 8 | 1.6 | 1 | -1.0 | 0 | i | -2 |
| Cc1cccc(NC(=O)CCS(=O)(=O)c2ccc3c(c2)oc(=O)n3C)c1 | 2 | -7 | 8 | -23 | -1.0 | 2 | -0.4 | 1 | i | -3 |
| COc1ccc(CCN2C(=O)c3[nH]nc(-c4ccccc4O)c3C2c2ccc(C)cc2)cc1OC (stereo unspecified) | -8 | 7 | 20 | 13 | 3.7 | -3 | -0.8 | -7 | i | 4 |
| O=C(NNC(=S)NC1CCCCC1)c1ccccc1Cl | -6 | -5 | 1 | 11 | -0.1 | 2 | 0.2 | -4 | i | 13 |
| C=CCNC(=O)/C(=C/c1cccc([N+](=O)[O-])c1)NC(=O)c1ccco1 | -2 | -5 | -3 | -3 | -2.1 | -21 | 0.6 | -7 | i | -3 |
| Cc1ccc(C(=O)CSc2ncnc3sc4c(c23)CCCC4)cc1 | 2 | 0 | -15 | 3 | 0.0 | 6 | -0.1 | -10 | i | 4 |
| CCOC(=O)C1=CCN(S(=O)(=O)c2ccccc2C)C1c1cccc(F)c1 (stereo unspecified) | -3 | -9 | 16 | 5 | 1.5 | 6 | -0.3 | · | i | 2 |
| O=C(c1ccc(COc2ccccc2Cl)o1)N1CCOCC1 | -1 | -4 | 4 | 0 | -0.9 | 7 | 0.1 | -3 | i | 1 |
| CC(C)N1CCN(Cc2ccc(OCc3ccccc3)cc2)CC1CCO (stereo unspecified) | 19 | -4 | 14 | 0 | -0.7 | -5 | -0.8 | 15 | i | 1 |
| COC(=O)c1cc(NC(=O)Cc2ccccc2[N+](=O)[O-])cc(C(=O)OC)c1 | 0 | -8 | -5 | -2 | -1.9 | -1 | -0.6 | -13 | i | -2 |
| CCOC(=O)CC1(NC(=O)C2CCC(=O)N(CCc3ccccc3)C2)CCCCC1 (stereo unspecified) | 0 | 1 | 3 | 18 | -0.2 | 2 | 0.2 | -2 | i | -3 |
| O=C(Nc1ncc(Cc2cc(Cl)ccc2Cl)s1)c1ccc([N+](=O)[O-])cc1 | 45 | 13 | -1 | -10 | 1.2 | -9 | -1.0 | 0 | i | 3 |
| O=C(CC(CC(=O)c1ccccc1)C(=O)O)c1ccccc1 | -1 | 1 | 2 | -17 | -2.1 | -1 | -1.1 | -1 | i | 1 |
| CCN(c1ccccc1)S(=O)(=O)c1cccc(C(=O)NCC2(N(C)C)CCCCC2)c1 | -1 | -11 | 1 | -5 | -0.9 | 4 | -0.3 | -8 | i | 0 |
| Cc1cc(C)c(S(=O)(=O)N2CCC(C(=O)OCc3c(C)noc3C)CC2)c(C)c1 | -3 | -6 | -6 | 1 | 2.6 | 2 | 0.6 | -14 | i | 0 |
| Nc1c2c(nc3ccn(-c4ccccc4)c(=O)c13)CCCCC2 | 0 | -3 | -2 | 21 | 0.0 | 0 | 0.2 | -13 | i | 2 |

Some of these compounds in order of the Scp1 inh value, descending:
SMILES | DNMT1 inh | NadD block | CendR NRP1 mod | SKN-1 block | LMPTP block | SUMO1 PPI mod | TbMetRS inhib | Scp1 inh | Neddyl block
Cn1c(=O)oc2cc(S(=O)(=O)NCCN3CCN(c4ccccc4)CC3)ccc21 | 4 | -4 | -15 | -3 | -0.2 | 5 | -0.4 | 6 | i
CCOC(=O)CC1(NC(=O)C2CCC(=O)N(CCc3ccccc3)C2)CCCCC1 (stereo unspecified) | 0 | 1 | 3 | 18 | -0.2 | 2 | 0.2 | -2 | i
O=C(c1ccc(COc2ccccc2Cl)o1)N1CCOCC1 | -1 | -4 | 4 | 0 | -0.9 | 7 | 0.1 | -3 | i

Results in SKN-1 block, Neddyl block and CendR NRP1 mod (two entries from above):
Molecule	SKN-1 block	Neddyl block	CendR NRP1 mod
Cc1cc(C)c(S(=O)(=O)N2CCC(C(=O)OCc3c(C)noc3C)CC2)c(C)c1	1	i	-6
Nc1c2c(nc3ccn(-c4ccccc4)c(=O)c13)CCCCC2	21	i	-2

Compounds were not picked by outcome, and some 4.6% of all compounds hit somewhere here.
